Bioassay records: PubChem, several laboratories
Siah-1 displacement = blockers of Siah-1 interaction with plectin peptide – biochemical, fluorescence polarization, rhodamine-plectin, uHTS, primary screen (AID 1817). Siah-1 / rhodamine-plectin peptide fluorescence polarization; higher % means a stronger effect. one-dose displacement, % at 20 µM; IC50 in µM for titrated hits. 290,000 compounds, 0.02% hits;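 active means displacement of at least 50% at 20 µM, with a fluorescence ratio check between 0.3 and a set limit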;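 further: plate controls were Siah plus tracer with DMSO for no effect and tracer alone without Siah for full effect; strong numbers were not always called active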
AID2073 = inhibitors of Mint1-CaV2.2 protein interaction, biochemical, HTRF (AID 2073). 290,000 compounds, 0.19% hits. HTRF protein-protein interaction, Mint1-CaV2.2; higher % means a stronger effect. one-dose inhibition, % at 20 µM; IC50 in µM for titrated hits; in the data active means inhibition mostly above about 51%, no sharp cut-off; further: some results filed as inactive read as strong as hits
P. falciparum M1AAP = P. falciparum M1AAP inhibitors, biochemical, fluorogenic H-Leu-NHMec substrate, 1536-well (AID 1445); inhibition, % at 30 µM; hits with a dose series show IC50 in µM; recombinant M1AAP, H-Leu-NHMec fluorogenic kinetic assay; higher % means a stronger effect; 220,000 compounds, 0.42% hits;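 active means primary inhibition above the hit cutoff, then over 50% inhibition at one or more dose response concentrations, cut at about 23% in these data, passing the limit was not always enough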;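 further: plate controls were DMSO full reaction for no effect and no enzyme background for full effect; strong numbers were not always called active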
M17LAP inhibition = P. falciparum M17LAP inhibitors, primary screen, biochemical, fluorogenic H-Leu-NHMec substrate, 1536-well (AID 1619); recombinant M17LAP, H-Leu-NHMec fluorogenic kinetic assay; higher % means a stronger effect; 220,000 compounds, 0.38% hits; inhibition, % at 30 µM; hits with a dose series show IC50 in µM;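 active means compound inhibiting the enzyme by more than half at any dose during confirmatory dose-response retesting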;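 further: plate controls were full reaction with DMSO carrier for no effect and no enzyme background for full effect; strong numbers were not always called active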
NOD2 inhibition = NOD2 signaling inhibitors, cell-based, luminescence, uHTS, HEK293 (AID 1566); inhibition, % at 4 µM; hits with a dose series show EC50 in µM; 290,000 compounds, 0.63% hits; HEK293 NOD2/NF-kB luciferase reporter, luminescence; higher % means a stronger effect; further: many of its hits are not listed in these tables
XIAP displacement = small molecules displacing peptide from XIAP – biochemical, IAP family, fluorescence polarization (AID 1018) | XIAP BIR domain, fluorescence polarization peptide displacement; higher % means a stronger effect | displacement, % at 20 µM, or IC50 in µM where a hit was titrated | 200,000 compounds, 0.007% hits; in the data active means displacement above about 50%; further: a part of the inactive calls stands beside numbers as strong as those of hits
LYP inhibition = inhibitors of LYP phosphatase, biochemical, fluorescence intensity, uHTS (AID 1779) | inhibition, % at 11.5 µM, or IC50 in µM where a hit was titrated | recombinant LYP phosphatase, fluorescence intensity; higher % means a stronger effect | 290,000 compounds, 0.054% hits;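 further: plate controls were vehicle with enzyme for no effect and no enzyme for full effect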
ER stress rescue = rescue of cells from ER stress-induced death, primary screen, 384-well, CSM14.1, thapsigargin, ATP luminescence (AID 1222). one-dose cellular ATP content (survival), % at 20 µM; EC50 in µM for titrated hits. CSM14.1 thapsigargin-induced death rescue, ATP luminescence; higher % means a stronger effect. 190,000 tested, under 10 active;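 active means EC50 below 50 µM in the dose-response confirmation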;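 further: death triggered by thapsigargin at about 15 µM added after 2 h compound pretreatment; cell ATP read after overnight thapsigargin exposure of roughly 18 to 22 hours; normalized against plate controls of thapsigargin alone and 5% DMSO vehicle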
Hep lipid drop = hepatic lipid droplet formation modulation; AML12 mouse hepatocytes, oleate lipid droplets, BODIPY imaging; 240,000 compounds, 0.4% hits; inhibition, % at 6.5 µM;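 active means lipid droplet intensity inhibited by at least 50%, with more than 500 cells counted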
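Assay system: AML12 mouse liver cells | Compound dosing: One dose, 6.5 µM compound | Read-out basis: Droplet intensity reduction, % inhibition | Measured by: Fluorescence imaging, 20x objective, two fields per well | Schedule: Overnight treatment with compound plus oleate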
Hep lipid drop cells 6.5 µM = second read-out of Hep lipid drop, no call of its own (marks repeat the call); cell count; measured here: cell count, cytotoxicity flag;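 cells counted across two imaged fields per well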
* = called active by the depositor; · = not tested or not shown. Unless noted, no stated cut-off is given here; in the data, active means inhibition above about 50%; inactive means the rest. An excerpt. The share of hits here may be higher or lower than overall.

1. NC(=O)NC(CC(=O)NCCCc1ccccc1)c1ccc(Cl)cc1 (stereo not drawn)
2. COc1ccc(N2CCN(C(C)C(=O)N3CCCC3)CC2)cc1 (stereo not drawn)
3. O=C(CCCn1cncn1)N1CCCC(Nc2ccc(F)cc2)C1 (stereo not drawn)
4. O=C(Oc1ccccc1)c1cc2ccccc2oc1=O
5. Cc1cc(NC(=O)COC(=O)C2CC(=O)N(c3ccccc3)C2)no1 (stereo not drawn)
6. CNC(=O)c1cc(C(=O)c2ccc(Cl)cc2)c[nH]1

Assay by compound	1	2	3	4	5	6
Siah-1 displacement	14%	8%	4%	-6%	5%	-1%
AID2073	8%	4%	-6%	7%	4%	0%
P. falciparum M1AAP	0%	-2%	·	11%	·	·
M17LAP inhibition	-1%	4%	·	-6%	·	·
NOD2 inhibition	26%	27%	-1%	-1%	-4%	-18%
XIAP displacement	·	-6.8%	·	-8.1%	·	·
LYP inhibition	-4%	-2%	-10%	-4%	-3%	-4%
ER stress rescue	·	-0.7%	·	·	·	·
Hep lipid drop	-8	12	-6	3	-8	·
Hep lipid drop cells 6.5 µM	715	708	662	687	693	·

7. CC1CC(C)CN(CCCNS(=O)(=O)c2ccc3c(c2)oc(=O)n3C)C1 (stereo not drawn)
8. CCN1/C(=C2/SC(=S)N(NC(C)=O)C2=O)Sc2ccc(OC)cc21
9. CC(C)(C)NCCOCCOc1ccc(Cl)cc1C(C)(C)C
10. O=C(N/N=C/c1coc2ccccc2c1=O)c1cn(-c2ccccc2)nc1-c1ccc(F)cc1
11. CN1CCC2(CC1)NC(=O)NC2=O
12. COc1ccc(C2=NS(=O)(=O)N(C)C(C(=O)Nc3ccc4c(c3)OCO4)=C2)cc1

Assay by compound	7	8	9	10	11	12
Siah-1 displacement	4%	-1%	-1%	3%	2%	2%
AID2073	11%	-1%	-5%	8%	0%	-4%
P. falciparum M1AAP	·	·	-4%	5%	6%	·
M17LAP inhibition	·	·	-9%	10%	-12%	·
NOD2 inhibition	-8%	11%	-13%	9%	3%	11%
XIAP displacement	·	·	-6.5%	-6.9%	1.6%	·
LYP inhibition	-6%	5%	-4%	3%	3%	-6%
ER stress rescue	·	·	-2.7%	-2.2%	-0.4%	·
Hep lipid drop	-6	-11	22	-20	·	-24
Hep lipid drop cells 6.5 µM	556	772	713	580	·	720

Full records from above.
CCN1/C(=C2/SC(=S)N(NC(C)=O)C2=O)Sc2ccc(OC)cc21 reads Siah-1 displacement: -1%; AID2073: -1%; P. falciparum M1AAP: ·; M17LAP inhibition: ·; NOD2 inhibition: 11%; XIAP displacement: ·; LYP inhibition: 5%; ER stress rescue: ·; Hep lipid drop: -11; Hep lipid drop cells 6.5 µM: 772
O=C(N/N=C/c1coc2ccccc2c1=O)c1cn(-c2ccccc2)nc1-c1ccc(F)cc1 reads Siah-1 displacement: 3%; AID2073: 8%; P. falciparum M1AAP: 5%; M17LAP inhibition: 10%; NOD2 inhibition: 9%; XIAP displacement: -6.9%; LYP inhibition: 3%; ER stress rescue: -2.2%; Hep lipid drop: -20; Hep lipid drop cells 6.5 µM: 580

(cont.)
13. Cc1cc(C(=O)Nc2ccon2)c(C)o1
14. CCN(CC(=O)NCc1ccc(Cl)cc1)C(=O)CN1C(=O)NC(C)(c2ccccc2)C1=O (stereo not drawn)
15. O=c1cc(CN2CCN(c3ccccc3F)CC2)c2cc(O)c(-c3ccccc3)cc2o1
16. COc1cc(/C=c2/sc3nc(-c4ccccc4)c(-c4ccccc4)n3c2=O)cc(OC)c1OC
17. CC(Oc1ccccc1F)C(=O)NNC(=O)c1ccc(F)c(S(=O)(=O)N2CCOCC2)c1 (stereo not drawn)
18. CCCOc1cccc(C(=O)NC(=S)Nc2cccc(NC(=O)c3ccccc3Cl)c2)c1

Assay by compound	13	14	15	16	17	18
Siah-1 displacement	-6%	3%	1%	1%	-3%	1%
AID2073	-4%	4%	18%	31%	9%	-1%
P. falciparum M1AAP	-3%	·	3%	8%	·	6%
M17LAP inhibition	3%	·	-3%	-4%	·	3%
NOD2 inhibition	-3%	11%	12%	32%	13%	-6%
XIAP displacement	-2.6%	·	-1.4%	-16%	·	-0.5%
LYP inhibition	-7%	-11%	-1%	2%	-3%	-3%
ER stress rescue	-1.5%	·	0.5%	1.0%	·	-1.6%
Hep lipid drop	-3	0	-9	4	4	-14
Hep lipid drop cells 6.5 µM	654	862	703	621	672	556

19. O=C(COC(=O)CC(c1ccccc1)c1ccccc1)NCc1ccccc1
20. O=C(CCSc1nnc(-c2ccncc2)o1)Nc1ccccc1
21. CCOC(=O)CNC(=O)c1cnc(Nc2ccccc2OC)c2ccccc12
22. COc1ccc(CNS(=O)(=O)c2ccc(-n3cnnn3)c(C)c2)cc1
23. CCCCNC(=O)C1c2ccccc2C(=O)N(c2ccc(OC)cc2)C1c1ccc(OC)cc1 (stereo not drawn)
24. CCCCOC(=O)Nc1ccc(C(N)=O)cc1

Assay by compound	19	20	21	22	23	24
Siah-1 displacement	0%	-7%	4%	14%	1%	4%
AID2073	3%	-4%	18%	2%	7%	25%
P. falciparum M1AAP	10%	0%	·	·	-6%	5%
M17LAP inhibition	11%	-3%	·	·	-7%	-9%
NOD2 inhibition	14%	2%	14%	16%	-13%	-20%
XIAP displacement	-10%	-5.9%	·	·	-13%	-4.2%
LYP inhibition	1%	-8%	-7%	-7%	1%	-3%
ER stress rescue	2.7%	-1.0%	·	·	6.5%	-1.9%
Hep lipid drop	0	14	1	0	-1	5
Hep lipid drop cells 6.5 µM	678	733	834	790	802	773

25. N#Cc1c(-c2ccc(Cl)cc2)c2c([nH]c1=O)-c1ccccc1OC2
26. CCOc1ccc(S(=O)(=O)N(C)c2ccc(OCC(=O)NCc3ccc(C(=O)OC)cc3)cc2)cc1
27. CC(Sc1nncn1C)C(=O)NCc1ccc2c(c1)OCO2 (stereo not drawn)
28. Cc1ccc([N+](=O)[O-])cc1S(=O)(=O)NCC1COc2ccccc2O1 (stereo not drawn)
29. CC(=O)Nc1c2c(nn1-c1ccccc1C)CS(=O)(=O)C2
30. CSc1ccc(/C=C/C(=O)c2ccc(NC(C)=O)cc2)cc1

Assay by compound	25	26	27	28	29	30
Siah-1 displacement	21%	9%	13%	-4%	4%	9%
AID2073	12%	14%	-4%	-6%	5%	21%
P. falciparum M1AAP	8%	8%	-5%	·	·	1%
M17LAP inhibition	-4%	5%	-3%	·	·	-1%
NOD2 inhibition	12%	0%	11%	11%	16%	-4%
XIAP displacement	·	-2.7%	-1.0%	·	·	-0.7%
LYP inhibition	-7%	2%	-6%	-7%	-7%	0%
ER stress rescue	·	-0.8%	-0.5%	·	·	-3.0%
Hep lipid drop	12	10	9	-13	34	9
Hep lipid drop cells 6.5 µM	707	704	735	722	815	659

31. CC(C)(C)CN1CCN(Cc2cccnc2)CC1CCO (stereo not drawn)
32. CC(=O)Nc1c(Cl)cc([N+](=O)[O-])c2ccccc12
33. Cc1nn(Cc2ccccc2)c(Cl)c1C(=O)OC(C)C#N (stereo not drawn)
34. Cc1ccc(S(=O)(=O)CCC(=O)N2CCN(c3ccccc3F)CC2)cc1
35. Cc1ccc(-n2[nH]c(C)c(C=NCc3ccncc3)c2=O)cc1
36. Cc1cc(C)n(CC(O)COCc2ccccc2)n1 (stereo not drawn)

Assay by compound	31	32	33	34	35	36
Siah-1 displacement	5%	-1%	-4%	5%	2%	0%
AID2073	12%	-13%	-3%	14%	-3%	-6%
P. falciparum M1AAP	·	5%	-2%	·	9%	0%
M17LAP inhibition	·	19%	-2%	·	6%	8%
NOD2 inhibition	-9%	20%	·	2%	-10%	-15%
XIAP displacement	·	-15%	-3.7%	·	·	-3.1%
LYP inhibition	-11%	-11%	1%	-9%	-4%	-4%
ER stress rescue	·	0.9%	-0.4%	·	·	-0.1%
Hep lipid drop	-2	-21	2	-1	-15	·
Hep lipid drop cells 6.5 µM	791	650	695	763	628	·

37. CCOC(=O)C1CCCN(C(=S)Nc2cccc(Cl)c2)C1 (stereo not drawn)
38. COc1cc(Cl)c(C)cc1NC(=O)CSc1cc(Cl)ccc1Cl
39. N/C(CCS(=O)(=O)c1ccc(Cl)cc1)=N\OC(=O)c1ccc(Cl)cc1
40. CC(C)OC(=O)CSc1nnc(-c2ccccn2)n1N
41. CC(=O)N1N=C2/C(=C/c3ccccc3)CCCC2C1c1ccccc1 (stereo not drawn)
42. Oc1ccc(C(=S)N2CCN(Cc3ccccc3)CC2)cc1

Assay by compound	37	38	39	40	41	42
Siah-1 displacement	2%	21%	23%	4%	-4%	-2%
AID2073	-31%	-2%	8%	0%	-13%	-30%
P. falciparum M1AAP	6%	4%	0%	7%	-6%	6%
M17LAP inhibition	-1%	8%	-2%	10%	5%	2%
NOD2 inhibition	18%	12%	1%	17%	16%	-2%
XIAP displacement	-11%	-6.0%	·	·	-12%	·
LYP inhibition	-5%	-2%	-4%	-6%	-7%	-2%
ER stress rescue	0.1%	-2.7%	·	·	1.2%	·
Hep lipid drop	-15	-32	3	14	-20	-2
Hep lipid drop cells 6.5 µM	727	631	730	697	610	671

43. Cc1cccnc1CCNC(=O)CC1C(=O)NCCN1CC1CCCCC1 (stereo not drawn)
44. NC(=O)c1nsc(C(=O)N(CC(=O)NCc2ccc(F)cc2)Cc2ccco2)c1N
45. COc1cc(C(=O)NC2CCCc3ccccc32)ccc1OCC(=O)Nc1ccc(F)cc1 (stereo not drawn)
46. CCN(CC)C(=O)C1CCCN(C/C=C/c2ccccc2)C1 (stereo not drawn)
47. COc1cccc(CN2CCCC(C(=O)c3ccc4c(c3)OCO4)C2)c1O (stereo not drawn)
48. Cc1ccc(/C=C2/SC(=S)N(CCCC(=O)Nc3ccc(O)cc3)C2=O)cc1
49. COc1ccc(C)cc1S(=O)(=O)N1CCC(C(=O)N2CCN(C)CC2)CC1
50. Cc1ccccc1C(=O)NNC(=O)C(C)N1C(=O)c2ccccc2C1=O (stereo not drawn)

Assay by compound	43	44	45	46	47	48	49	50
Siah-1 displacement	-2%	3%	2%	1%	3%	0%	-1%	-2%
AID2073	10%	7%	-6%	4%	-4%	4%	-4%	-16%
P. falciparum M1AAP	-1%	2%	1%	2%	4%	5%	-8%	3%
M17LAP inhibition	7%	-2%	-3%	10%	20%	3%	-6%	14%
NOD2 inhibition	2%	9%	-4%	-3%	5%	·	5%	0%
XIAP displacement	-5.8%	-2.5%	-1.6%	-1.6%	-1.0%	-9.2%	-20%	-2.9%
LYP inhibition	-12%	-10%	-9%	-7%	-3%	-5%	-2%	-4%
ER stress rescue	-0.4%	-0.5%	-0.6%	0.5%	-0.8%	2.7%	-7.4%	-2.8%
Hep lipid drop	-6	14	-2	0	-5	-4	-7	-16
Hep lipid drop cells 6.5 µM	709	824	712	677	658	738	644	619
